# NR2E3 ag-1 – agonists of human nuclear receptor NR2E3 | Q9Y5X4 | GST-NR2E3/biotin-RetCOR TR-FRET, 1536-well | inhibition of corepressor binding, % at 4.78 µM | 0.12% of 320,000 active | AID 2300;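 active = percent inhibition above the cutoff of mean plus 3 SD of all tested compounds, set per screening campaign, cut at about 20% in these data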;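 note: 0% = DMSO wells and 100% = biotin wells as full block of FRET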
# Target sequence (Q9Y5X4 whole entry, looked up): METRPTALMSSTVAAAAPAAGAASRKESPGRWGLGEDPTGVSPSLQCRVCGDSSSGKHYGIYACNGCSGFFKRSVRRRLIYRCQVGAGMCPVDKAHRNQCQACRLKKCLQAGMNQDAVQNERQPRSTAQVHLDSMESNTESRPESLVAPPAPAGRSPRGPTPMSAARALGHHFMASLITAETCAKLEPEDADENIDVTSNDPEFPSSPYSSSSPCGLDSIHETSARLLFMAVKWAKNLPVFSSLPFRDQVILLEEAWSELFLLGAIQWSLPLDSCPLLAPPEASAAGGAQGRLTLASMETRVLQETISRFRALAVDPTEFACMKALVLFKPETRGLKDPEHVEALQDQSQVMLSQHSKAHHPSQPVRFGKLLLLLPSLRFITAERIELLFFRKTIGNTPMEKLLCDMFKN
#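 System: GST-tagged NR2E3 plus biotinylated RetCOR corepressor; Amount: 1.35 nM GST-tagged NR2E3 final; Dosing: single nominal compound dose of 4.8 µM; Schedule: 5 h incubation at 4 °C; Technique: TR-FRET with europium anti-GST and streptavidin-D2, 340 nm excitation; Controls: biotin wells as high control, 0.6% DMSO wells as low control.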
# Shn3 inh set2 – inhibitors of Schnurri-3 3'UTR reporter in osteoblasts; Clone20 osteoblast Shn3 3'UTR firefly luciferase, 24 h; inhibition, % at 12.5 µM; 0.52% of 360,000 active; AID 588674;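 active = mean inhibition of at least 75% with every replicate also reaching 75%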;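 note: 0% = median of neutral control wells and 100% = pilot-screen positive control compound; some compounds past the cut are filed as inactive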
# NR2E3 ag-2 – human photoreceptor-specific nuclear receptor agonism | Q9Y5X4 | CHO-S Gal4-NCOR/VP16-NR2E3 two-hybrid, luciferase | inhibition of corepressor binding, % at 3.98 µM | 0.35% of 360,000 active | AID 602229;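 active = inhibition above the mean of all tested compounds plus 3 SD, cut at about 70% in these data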;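 note: 0% = DMSO with NR2E3 transfected cells and 100% = cells lacking NR2E3 construct; higher means lower luciferase signal from less NR2E3 corepressor binding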
# MITF TRPM1 inh – reduces MITF-dependent TRPM1 promoter luciferase signal; SK-MEL-5 TRPM1 promoter luciferase, 24 h; inhibition, % at 12.5 µM; 0.83% of 330,000 active; AID 488899;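 active = mean inhibition across replicates of 60% or more, whatever share of single replicates reaches that level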; note: values of inactives mirror those of a sister screen read the other way
# HIF-2a inh – inhibitors of HIF-2a; 786-0 RCC cells HIF-2a reporter, luciferase luminescence, overnight; inhibition, % at 18.8 µM; 0.72% of 360,000 active;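 active = inhibition of the luminescence signal of 40% or more relative to plate controls, in a single-dose primary screen at 18.75 µM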
# TRAIL sens C8 – caspase-8 TRAIL sensitization; NB7+C8 cells + TRAIL, ATPlite viability luminescence; 1% of 360,000 active; inhibition (viability loss, TRAIL sensitization), % at 10 µM; AID 624354;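 active = compounds causing at least 50% loss of cell viability in the single-dose screen, relative to plate controls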
# LMP1 NFkB inh – inhibitors of Epstein-Barr LMP1-induced NF-kappaB reporter; 0.69% of 350,000 active; inhibition, % at 12.5 µM; LMP1-induced NF-kappaB luciferase reporter cells, luminescence; AID 504558; in the data active = inhibition above about 41%;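 note: 0% = neutral control wells and 100% = reference inhibitor control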
# KKLEB tox – CF airway cell cytotoxicity counter-screen. KKLEB CF airway cells viability, ATPlite luminescence, overnight; stronger effect = lower value; cells stimulated with P. aeruginosa culture filtrate. activity change (cytotoxicity), % at 5 µM. 0.36% of 360,000 active. AID 602141;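 active = corrected activity change at or below -50% at 5 µM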
# iPSC survival up – enhancers of human iPSC single-cell survival. hiPSC single-cell survival, ATPlite luminescence; 100% = ROCK inhibitor wells, 0% = DMSO. survival enhancement, % at 20 µM. 0.044% of 360,000 active; in the data active = survival enhancement above about 18%;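 note: cells exposed to compounds for 16 hours before the ATP read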
# CF NFkB block – blocks PAF-induced NF-kB reporter in cystic fibrosis cells | inhibition, % at 5 µM | KKLEB NF-kB-GFP reporter, GFP fluorescence overnight | 0.86% of 360,000 active;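 active = at least 50% inhibition at 5 µM, scaled per plate between neutral and stimulator controls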;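 note: PAF is a Pseudomonas aeruginosa culture filtrate used as stimulus; plate controls were PAF-stimulated DMSO wells for no effect and unstimulated DMSO wells for full effect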
# Peg3 promoter – inhibitors of Peg3 promoter; HeLa PEG-Prom luciferase reporter, luminescence, overnight; inhibition, % at 20 µM; 1.7% of 360,000 active; AID 588405;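 active = inhibition of at least 50% at 20 µM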
# Starred values were filed as active, the others as inactive; · = not tested or not shown. These rows are one share of the data (hit frequency here may not be typical).
SMILES,NR2E3 ag-1,Shn3 inh set2,NR2E3 ag-2,MITF TRPM1 inh,HIF-2a inh,TRAIL sens C8,LMP1 NFkB inh,KKLEB tox,iPSC survival up,CF NFkB block,Peg3 promoter
C=CCn1c(SCC(=O)N(CC)C2CCS(=O)(=O)C2)nc2scc(-c3ccccc3)c2c1=O (configuration not stated),·,8,-24,-8,18,5,6,2,-0.4,-21,23
COc1cccc(-c2cccc(NC(=O)C3CCN(C4CCOCC4)CC3)c2)c1,3,30,-21,-16,7,1,13,5,0.2,-5,-4
CCOC(=O)CC(NC(=O)c1ccccc1F)c1ccc(C)cc1 (configuration not stated),0,-23,-20,4,11,9,-9,5,-0.1,4,9
CC1CCC(NC(=O)CNC(=O)Cc2cccc3ccccc23)CC1 (configuration not stated),1,8,-16,4,10,1,4,2,-0.2,-1,8
CN(C)S(=O)(=O)c1cccc(C(=O)N2CCN(S(=O)(=O)c3ccc4c(c3)OCCO4)CC2)c1,·,6,-8,·,12,-16,8,15,2.7,0,-3
CN(C(=O)c1cccc(NC(=O)Cc2ccc(NC(=O)C3CCN(S(=O)(=O)c4cccc([N+](=O)[O-])c4)CC3)cc2)c1)C1CC1,·,-6,-10,-8,-12,-2,-10,8,0.0,-13,4
C=CCSc1nc2sc(-c3ccccc3)cc2c(=O)n1N,-1,-27,-21,-2,-35,1,-14,3,-1.6,-23,-19
N#CCCN(Cc1cccnc1)C(=S)NC(=O)c1ccccc1,·,6,-12,9,9,10,2,5,0.7,2,1
CC(NC(=O)c1ccc2c(=O)n3c(nc2c1)CCCCC3)c1ccccc1 (configuration not stated),·,8,-14,-12,-6,-3,1,-11,0.1,19,-14
CS(=O)(=O)Nc1ccc(C(=O)NCc2ccco2)cc1,1,-3,-18,1,8,-28,-4,1,4.2,16,7
Cc1c(NC(=O)Nc2cccc([N+](=O)[O-])c2)c(=O)n(-c2ccccc2)n1C,3,19,10,3,7,-48,1,0,-0.2,-1,-38
Cc1ccc(C)c(OCCn2ccnc2)c1,1,-9,-7,5,19,-10,-7,6,-0.7,6,19
O=C(Cc1cccs1)N1CCN=C1SCc1ccccc1Cl,6,4,-17,-6,13,17,6,-1,-0.5,18,-1
C[C@H]1CN([C@@H](C)CO)C(=O)CCCn2cc(nn2)CO[C@@H]1CN(C)S(=O)(=O)c1ccc(Cl)cc1,·,-3,34,·,6,-5,-9,6,-0.6,1,1
O=C(CCSCCc1ccccn1)Nc1nccs1,4,-5,-19,13,8,1,-19,-3,1.8,-15,13

# Shown with values under each structure: part of the list above.
# Below each compound: NR2E3 ag-1	Shn3 inh set2	NR2E3 ag-2	MITF TRPM1 inh	HIF-2a inh	TRAIL sens C8	LMP1 NFkB inh	KKLEB tox	iPSC survival up	CF NFkB block	Peg3 promoter
- Cc1ccc(C)c(OCCn2ccnc2)c1
 : 1	-9	-7	5	19	-10	-7	6	-0.7	6	19
- O=C(Cc1cccs1)N1CCN=C1SCc1ccccc1Cl
 : 6	4	-17	-6	13	17	6	-1	-0.5	18	-1

# Remaining list, next part
SMILES,NR2E3 ag-1,Shn3 inh set2,NR2E3 ag-2,MITF TRPM1 inh,HIF-2a inh,TRAIL sens C8,LMP1 NFkB inh,KKLEB tox,iPSC survival up,CF NFkB block,Peg3 promoter
CCCc1cc(=O)n2[nH]c(NCc3ccc(OC)c(OC)c3)nc2n1,1,-3,-19,3,15,-6,5,18,-1.6,-17,-14
COC(=O)c1ccc(S(=O)(=O)NCc2ccc(S(N)(=O)=O)cc2)n1C,-1,22,21,-7,21,-25,-9,4,0.4,19,9
Fc1ccc(Cn2cnc3ccccc32)cc1,2,8,15,4,9,10,6,4,1.8,-3,12
N#Cc1c(N)[nH]c2ccc(Sc3ccccc3)cc12,·,-5,30,13,25,9,4,-14,0.5,47,0
Cc1nc(CC(=O)Nc2nc(-c3ccccc3)cs2)cs1,-1,-17,-42,-43,-129,-8,-5,0,-0.3,-13,-104
COc1ccc(S(=O)(=O)NCC2CCCN(Cc3ccc(O)cc3)C2)cc1 (configuration not stated),-1,-10,23,-1,9,12,6,6,0.3,9,-4
Cc1cc(C)n2nc(SCC(=O)NC3CCCCC3)nc2n1,1,14,-27,3,10,-3,-6,-1,-0.5,0,-56
CN1CCN(C(=O)c2cnn(-c3ccccc3)c2NC(=O)c2cccs2)CC1,-5,-34,10,-4,15,-7,-3,-6,-1.0,13,-9
O=C1NCCN1CCNc1nc(NCc2ccccc2)nc2ccsc12,·,8,1,·,0,-9,·,-4,-1.2,1,3
CCOC(=O)N1CCN(C(=O)c2cnn3c(C(F)(F)F)cc(-c4cccs4)nc23)CC1,2,-24,7,1,8,-17,-14,-4,-0.4,-10,26
Cc1nnc2ccc(N3CCOCC3)nn12,-2,-7,-2,-1,10,-2,11,3,-1.2,0,4
CC(C)(C)[C@@H]1C=C(C(=O)N2CCN(Cc3ccc4c(c3)OCO4)CC2)O[C@H](OCc2ccc(CO)cc2)C1,2,11,-29,-2,-2,-10,1,9,5.0,-34,13
COCCNC(=S)N1CCC(c2nc(-c3ccc(N(C)C)cc3)no2)CC1,0,-19,-22,-14,-34,-3,-5,4,4.1,16,-45
COc1ccc(-n2cc(CNCC3CCOCC3)c(-c3cccc(F)c3)n2)cc1,1,-15,8,2,-5,5,-6,-4,-2.2,-8,-11
Cc1ccc(S(=O)(=O)n2ccc(OC(=O)c3cccs3)n2)cc1,2,-5,0,-1,11,11,-3,5,-2.0,-1,1
COc1c(F)c(F)c(C(=O)Nc2cccc(Cl)c2N2CCOCC2)c(F)c1F,5,12,-23,9,14,17,-3,-10,0.7,20,21
CCN1CCN(C(=O)c2ccc(-c3nc4ccccc4s3)s2)CC1,-2,-109,-110,-28,-227,24,-20,-14,0.2,8,-241
CCC[C@H]1CN(Cc2cccnc2)C(=O)[C@@H]1CC(=O)Nc1ccc(Br)cc1,·,5,14,·,9,8,-3,12,-2.5,-20,6
COc1ccccc1C(=O)NCCC(=O)NCc1ccccn1,0,-9,-19,-9,3,-5,4,9,-0.5,-12,3
Nc1ccc2nc(SCc3ccc([N+](=O)[O-])cc3)sc2c1,-2,-29,-89,-20,-198,8,-19,16,-3.5,-27,-133
COc1ccc(CCN2CC(C(=O)NCc3cn(C)nc3C)CCC2=O)cc1 (configuration not stated),·,-1,6,·,0,-15,-3,-1,0.6,-2,-15
NS(=O)(=O)c1ccc(CNC(=O)CC23CC4CC(CC(C4)C2)C3)cc1,2,12,-37,3,19,-7,8,0,-0.8,14,12
Cc1cc(C)c(S(=O)(=O)ON2C(=O)c3ccccc3C2=O)cc1C,-3,70,4,31,39,9,-18,2,-0.5,-2,70*
COc1ccc(Cc2c(-c3cccc(Cl)c3)nc3ccc(Cl)cn23)c(C)c1,·,-20,-25,·,-192,17,·,0,-3.7,-5,-98
CCSc1nnc(NC(=O)c2nc3nc(C)cc(C)n3n2)s1,0,6,-5,-2,0,0,-5,1,-0.1,-9,-8
Cc1noc(NS(=O)(=O)c2ccc(NC(=O)Nc3ccc(Cl)c(Cl)c3)cc2)c1C,2,-5,-10,-2,10,4,1,16,3.9,-12,3
O=C(NCc1ccc(F)cc1)C(=O)NCC1OCCN1C(=O)c1ccc(Cl)cc1 (configuration not stated),0,-2,-14,·,4,-2,0,-14,-3.4,9,7

# Of the compounds above, these contain an aryl methoxy group:
SMILES,NR2E3 ag-1,Shn3 inh set2,NR2E3 ag-2,MITF TRPM1 inh,HIF-2a inh,TRAIL sens C8,LMP1 NFkB inh,KKLEB tox,iPSC survival up,CF NFkB block,Peg3 promoter
COc1cccc(-c2cccc(NC(=O)C3CCN(C4CCOCC4)CC3)c2)c1,3,30,-21,-16,7,1,13,5,0.2,-5,-4
CCCc1cc(=O)n2[nH]c(NCc3ccc(OC)c(OC)c3)nc2n1,1,-3,-19,3,15,-6,5,18,-1.6,-17,-14
COc1ccc(S(=O)(=O)NCC2CCCN(Cc3ccc(O)cc3)C2)cc1 (configuration not stated),-1,-10,23,-1,9,12,6,6,0.3,9,-4
COc1ccc(-n2cc(CNCC3CCOCC3)c(-c3cccc(F)c3)n2)cc1,1,-15,8,2,-5,5,-6,-4,-2.2,-8,-11
COc1c(F)c(F)c(C(=O)Nc2cccc(Cl)c2N2CCOCC2)c(F)c1F,5,12,-23,9,14,17,-3,-10,0.7,20,21
COc1ccccc1C(=O)NCCC(=O)NCc1ccccn1,0,-9,-19,-9,3,-5,4,9,-0.5,-12,3
COc1ccc(CCN2CC(C(=O)NCc3cn(C)nc3C)CCC2=O)cc1 (configuration not stated),·,-1,6,·,0,-15,-3,-1,0.6,-2,-15
COc1ccc(Cc2c(-c3cccc(Cl)c3)nc3ccc(Cl)cn23)c(C)c1,·,-20,-25,·,-192,17,·,0,-3.7,-5,-98

# Screening data deposited in PubChem by several laboratories.
